# TRPM1 prom inh – inhibitors of MITF-driven TRPM1 promoter in melanoma cells. SK-MEL-5 TRPM1 promoter luciferase, 24 h. inhibition, % at 12.5 µM. 0.83% of 330,000 active. AID 488899;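 active means mean inhibition across replicates of 60% or more, whatever share of single replicates reaches that level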; further: values of inactives mirror those of a sister screen read the other way
# NR2E3 ag-1 – human photoreceptor-specific nuclear receptor agonism | inhibition of corepressor binding, % at 3.98 µM | Q9Y5X4 | CHO-S Gal4-NCOR/VP16-NR2E3 two-hybrid, luciferase | AID 602229 | 0.35% of 360,000 active;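 active means inhibition above the mean of all tested compounds plus 3 SD, cut at about 70% in these data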;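 further: 0% = DMSO with NR2E3 transfected cells and 100% = cells lacking NR2E3 construct; higher means lower luciferase signal from less NR2E3 corepressor binding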
# Target sequence (Q9Y5X4 whole entry, looked up, the tested form may be a part): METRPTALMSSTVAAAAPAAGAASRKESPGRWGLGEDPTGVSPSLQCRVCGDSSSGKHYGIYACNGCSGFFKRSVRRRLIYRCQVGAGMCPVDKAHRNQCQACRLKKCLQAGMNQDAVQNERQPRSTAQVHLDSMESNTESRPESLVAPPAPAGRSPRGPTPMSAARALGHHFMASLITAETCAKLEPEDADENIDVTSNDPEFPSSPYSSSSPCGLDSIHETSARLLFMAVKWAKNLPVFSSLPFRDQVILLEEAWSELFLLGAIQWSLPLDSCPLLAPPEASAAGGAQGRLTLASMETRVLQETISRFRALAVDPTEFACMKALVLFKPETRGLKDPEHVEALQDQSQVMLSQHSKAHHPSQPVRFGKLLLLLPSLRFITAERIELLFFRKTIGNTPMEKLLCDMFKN
# KKLEB cytotox – CF airway cell cytotoxicity counter-screen; KKLEB CF airway cells viability, ATPlite luminescence, overnight; stronger effect = lower value; cells stimulated with P. aeruginosa culture filtrate; activity change (cytotoxicity), % at 5 µM; 0.36% of 360,000 active;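 active means corrected activity change at or below -50% at 5 µM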
# Vif imaging – blocks HIV Vif function; 0.35% of 340,000 active; HEK293T cells, Vif self-association by quenched fluorescence, imaging, 24 h; inhibition, % at 7.49 µM; in the data active means inhibition above about 50%, passing the limit was not always enough; further: some results filed as inactive read as strong as hits
# CaV13 FRET inh – Primary screen for inhibitors of IQ motif and Ca2+-dependent inactivation inhibitor domain binding in CACNA1D, Förster resonance energy transfer in living cells, …; HEK cells, CFP/YFP FRET ICDI-IQ, plate reader, 10 min; percent FRET-ratio fall versus neutral wells; inhibition, % at 12.3 µM; 0.098% of 340,000 active;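 active means mean replicate inhibition of at least 30% and at least 1% of replicates passing that level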;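 further: 0% = median of the neutral control wells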
# PDI inh – PDI (human) enzyme inhibition; P07237; 0.052% of 350,000 active; PDI insulin aggregation turbidity, A650, 90 min; inhibition, % at 10 µM; AID 588391;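 active means mean inhibition across replicates of 30% or more, whatever share of single replicates reach that level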;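 further: absorbance from insulin aggregation driven by PDI reduction with DTT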
# Target sequence (P07237 whole entry, looked up): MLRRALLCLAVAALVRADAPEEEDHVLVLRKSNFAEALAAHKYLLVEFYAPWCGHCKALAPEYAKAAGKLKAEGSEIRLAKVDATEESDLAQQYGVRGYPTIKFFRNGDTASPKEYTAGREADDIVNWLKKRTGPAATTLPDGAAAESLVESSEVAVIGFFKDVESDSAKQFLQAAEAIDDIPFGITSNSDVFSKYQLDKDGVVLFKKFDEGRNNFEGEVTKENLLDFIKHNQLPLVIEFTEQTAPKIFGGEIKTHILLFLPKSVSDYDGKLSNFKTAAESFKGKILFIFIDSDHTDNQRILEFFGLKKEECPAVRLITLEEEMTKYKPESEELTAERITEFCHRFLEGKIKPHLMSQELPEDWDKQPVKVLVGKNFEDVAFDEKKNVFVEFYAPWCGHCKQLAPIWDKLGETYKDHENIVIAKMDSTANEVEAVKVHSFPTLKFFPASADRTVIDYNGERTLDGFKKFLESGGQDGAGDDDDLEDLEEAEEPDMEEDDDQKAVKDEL
# HIF-2a block – blocks HIF-2a reporter activity; AID 624352; 0.72% of 360,000 active; inhibition, % at 18.8 µM; 786-0 RCC cells HIF-2a reporter, luciferase luminescence, overnight;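 active means inhibition of the luminescence signal of 40% or more relative to plate controls, in a single-dose primary screen at 18.75 µM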
# Peg3 prom inh – inhibitors of Peg3 promoter | inhibition, % at 20 µM | HeLa PEG-Prom luciferase reporter, luminescence, overnight | 1.7% of 360,000 active;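 active means inhibition of at least 50% at 20 µM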
# NR2E3 ag-2 – activates human photoreceptor nuclear receptor NR2E3. GST-NR2E3/biotin-RetCOR TR-FRET, 1536-well. 0.12% of 320,000 active. AID 2300. Q9Y5X4. inhibition of corepressor binding, % at 4.78 µM;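 active means percent inhibition above the cutoff of mean plus 3 SD of all tested compounds, set per screening campaign, cut at about 20% in these data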;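 further: 0% = DMSO wells and 100% = biotin wells as full block of FRET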
#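 Material: NR2E3–RetCOR corepressor complex / Incubation: Compound–protein incubation for 5 h at 4 °C / Dosing: compound at 4.8 µM, single dose / Detection: time-resolved FRET / Benchmarks: high control biotin, low control 0.6% DMSO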
# CF NFkB inh – inhibitors of cystic fibrosis induced NF-kB. AID 588850. inhibition, % at 5 µM. 0.86% of 360,000 active. KKLEB NF-kB-GFP reporter, PAF-induced, GFP fluorescence overnight;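 active means at least 50% inhibition at 5 µM, scaled per plate between neutral and stimulator controls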;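 further: PAF is a Pseudomonas aeruginosa culture filtrate used as stimulus; plate controls were PAF-stimulated DMSO wells for no effect and unstimulated DMSO wells for full effect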
# Shn3 inh set2 – Schnurri-3 reporter inhibition in Clone20 osteoblasts. Clone20 osteoblast Shn3 3'UTR firefly luciferase, 24 h. inhibition, % at 12.5 µM. 0.52% of 360,000 active;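 active means mean inhibition of at least 75% with every replicate also reaching 75%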;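 further: 0% = median of neutral control wells and 100% = pilot-screen positive control compound; some compounds past the cut are filed as inactive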
# The depositor's hits bear a star; nt = not tested or not shown.
SMILES,TRPM1 prom inh,NR2E3 ag-1,KKLEB cytotox,Vif imaging,CaV13 FRET inh,PDI inh,HIF-2a block,Peg3 prom inh,NR2E3 ag-2,CF NFkB inh,Shn3 inh set2
Cc1ccc(-c2nnc(SCC(=O)N3CCOCC3)nc2-c2ccc(C)cc2)cc1,1,-36,2,3,-5,2,5,10,1,13,10
Cc1cc(C)c2c(c1)OC(=O)CC2c1ccccc1C (configuration not stated),-1,-3,-2,-4,-6,-1,3,-10,nt,4,-11
CC(=O)c1sc(=S)n(-c2ccc(Cl)cc2)c1C,-9,-13,7,2,1,-9,8,13,7,1,0
O=C(O)Cc1ccc(NC(=S)NCc2ccco2)cc1,-5,-10,-21,3,-5,2,10,7,1,1,2
CC(C)CCC(O)(CCC(C)C)C(=O)NN1CCCCC1,3,-17,-19,-3,-4,-7,27,11,-3,10,3
Cc1cccc(C(=O)N2CCC(=O)N(C(COCc3cccc(C(F)(F)F)c3)Cc3ccccc3)CC2)c1 (configuration not stated),2,10,-7,12,-5,-5,15,16,2,-2,30
CN(CCc1ccccn1)S(=O)(=O)c1ccc2c3c(cccc13)C(=O)N2,12,22,-4,6,-5,-11,10,14,-2,5,8
COC(=O)Nc1ccc(S(=O)(=O)N2CCC(C)CC2)cc1,12,15,4,-4,-8,1,15,18,3,8,-10
CN(C(=O)COC(=O)CNC(=O)c1cccs1)c1c(N)n(Cc2ccccc2)c(=O)[nH]c1=O,1,-2,-6,29,-2,-9,7,-2,3,-2,-47
CCn1c(/N=C/c2c[nH]c3ccccc23)nc2ccccc21,8,-40,1,5,-8,6,-56,-9,2,14,-13
CCCCn1c(SCC(=O)c2ccc(O)c(O)c2)nc2ccsc2c1=O,2,5,0,-20,nt,0,17,20,-2,8,38
O=C(NNC(=O)c1ccc(Oc2ccc(C3SCCS3)cc2)o1)c1ccc(Cl)cc1,14,-35,-1,-5,-4,7,-8,6,-4,12,31
CCCC(C)c1nnc(NC(=O)CS(=O)(=O)Cc2ccccc2)s1 (configuration not stated),13,-7,8,nt,-4,-3,11,14,-1,-13,8
COc1ccc2cc(CN(CC3CCCO3)C(=S)Nc3ccccc3)c(=O)[nH]c2c1 (configuration not stated),21,-20,-8,-5,-5,2,-4,20,2,-15,15
CC(NC(=O)COC(=O)c1cccs1)c1ccccc1 (configuration not stated),-2,-9,-2,-19,-7,-7,11,-20,4,-20,-10
Cc1cc(NC(=O)c2noc3c2CCc2ccccc2-3)no1,-24,-42,8,8,-5,nt,-214,-175,4,-3,-103
Cc1ccc(C)c(N(C)C(=O)c2cc3c(=O)[nH]c4ccc(C)cc4c3s2)c1,-7,-23,-2,-3,-17,-8,1,16,3,7,39
CC(=O)Nc1cccc(OCC(=O)Nc2sccc2C(N)=O)c1,-65,-28,-7,0,-5,6,-199,-174,4,0,-14
CC1CN(C(=O)CSc2nnc(NC(=O)NC(C)(C)C)s2)CC(C)O1 (configuration not stated),2,-5,7,-12,-1,10,0,-20,2,-3,-34
C=C(C)CC(Nc1ccc(OC)cc1)c1ccco1 (configuration not stated),5,-2,1,-2,-5,-4,11,14,0,11,-1
CCOC(=O)N1CCN(S(=O)(=O)c2ccc(C(=O)NNc3nc4cc(C)cc(C)c4s3)cc2)CC1,55,-12,11,0,nt,nt,13,46,4,-5,82
Cc1cc(C(=O)NCC(C)C)c2ccccc2n1,17,-13,-5,19,-5,-71,11,16,1,12,1
Cc1ccc(NC(=O)C(=O)NCCCN2CC(C(=O)O)CC2=O)cc1 (configuration not stated),-2,-4,-2,8,-4,-6,11,3,7,-10,13
COc1cccc(NC(=O)c2ccc(NCCCN3CC(C)CC(C)C3)c([N+](=O)[O-])c2)c1 (configuration not stated),-8,-13,-3,0,-1,-1,8,-8,nt,10,-13
CC12CCC(C(=O)NCc3ccc4c(c3)OCO4)(OC1=O)C2(C)C (configuration not stated),11,7,-8,11,nt,-13,22,-11,-1,2,0
CC(C)c1ccc(NC(=O)Cn2ncc3ccccc32)cc1,-85,-103,4,3,-3,-2,-276,-310,nt,-14,-93
COC(=O)c1ccccc1NN=Nc1ccccc1[N+](=O)[O-],nt,24,4,1,-10,1,-23,-22,nt,-5,18
CC1=C(C(=O)N(C(C)C)C(C)C)CC(CC(=O)NCc2ccco2)C(=O)N1CCCN1CCCC1=O (configuration not stated),nt,-17,-8,nt,-6,nt,13,-2,nt,-16,3
Cc1cc(C)c2cc(C#N)c(SCC(=O)NCc3ccco3)nc2c1,-2,-6,3,16,nt,2,-36,-27,1,-9,9
N#C/C(C(=O)NCc1ccco1)=C1/SC(Cc2ccc(F)cc2)C(=O)N1c1ccccc1 (configuration not stated),-23,-12,-10,-2,-7,7,17,13,0,20,-8
COc1ccccc1CCNC(=O)C(=O)NCC1OCCN1S(=O)(=O)c1ccc(Cl)cc1 (configuration not stated),nt,2,4,-3,-3,nt,9,15,1,8,12
Cc1nc(N)c(C#N)c(-c2ccccc2Cl)c1C,2,10,-13,-1,-5,-3,21,26,2,39,-2
CN1C(=O)N(c2cccc3ccccc23)C(n2cncn2)C1(C)C (configuration not stated),4,22,5,19,-2,-14,15,15,0,5,-20
O=C(C1CCN(Cc2ccc(F)cc2)CC1)N1CCN(C/C=C/c2ccccc2)CC1,-1,12,4,2,-4,-4,4,-7,-1,-17,9
Cc1ccc2c(c1)nnn2C1CCN(CC(=O)N2CCN(c3ccc(F)cc3)CC2)CC1,1,-7,-10,1,-9,1,12,25,-1,18,24
CC(C)c1ccc(N2CCN(C(=O)c3ccccc3NC(=O)/C=C\C(=O)O)CC2)cc1,-5,-3,2,-1,nt,6,7,0,3,-3,20
O=C(NCc1ccccn1)Nc1ccc(Cl)cc1,-8,-30,-15,2,-5,5,-46,-50,-2,16,-6
COc1ccc2cc(C(=O)C3CCCN(C(=O)c4csnn4)C3)ccc2c1 (configuration not stated),8,24,-3,-3,-7,6,14,9,0,-10,-17
N#C/C(=C\c1cc(Br)ccc1F)C(=O)NC1CC1,38,8,5,-2,nt,-4,23,22,0,9,-25
O=C(CN(CC1CCCO1)C(=O)CNS(=O)(=O)c1ccccc1)NCc1ccco1 (configuration not stated),-1,-22,-14,1,-4,-2,13,22,2,14,3

# Single records (already shown). Screens in order: TRPM1 prom inh | NR2E3 ag-1 | KKLEB cytotox | Vif imaging | CaV13 FRET inh | PDI inh | HIF-2a block | Peg3 prom inh | NR2E3 ag-2 | CF NFkB inh | Shn3 inh set2
# COc1cccc(NC(=O)c2ccc(NCCCN3CC(C)CC(C)C3)c([N+](=O)[O-])c2)c1 (configuration not stated) across the screens: -8 | -13 | -3 | 0 | -1 | -1 | 8 | -8 | nt | 10 | -13
# CC(C)c1ccc(N2CCN(C(=O)c3ccccc3NC(=O)/C=C\C(=O)O)CC2)cc1 across the screens: -5 | -3 | 2 | -1 | nt | 6 | 7 | 0 | 3 | -3 | 20

# Carrying on.
SMILES,TRPM1 prom inh,NR2E3 ag-1,KKLEB cytotox,Vif imaging,CaV13 FRET inh,PDI inh,HIF-2a block,Peg3 prom inh,NR2E3 ag-2,CF NFkB inh,Shn3 inh set2
c1ccc(CSc2ccc3nnc(-c4ccccn4)n3n2)cc1,-5,-23,0,-4,-18,-2,13,0,2,-11,-5
CNC(=S)N(CCc1c(C)[nH]c2ccccc12)Cc1cc(OC)c(OC)c(OC)c1,nt,-4,-6,-8,-6,22,8,9,1,8,13
O=C(CN(C(=O)CCC(=O)Nc1nccs1)c1ccccc1F)NCc1ccc2c(c1)OCO2,-1,-33,-4,-2,-5,-1,11,21,3,20,13
CCC(C)(C)C1CCc2[nH]nc(C(=O)N/N=C(\C)c3ccco3)c2C1 (configuration not stated),-9,37,-2,-6,1,-2,-117,-154,1,-21,nt
COc1ccc(C2(CNC(=O)c3ccccc3)CCOCC2)cc1,nt,6,2,0,-5,-4,14,8,-2,8,7
CC(=O)NCCC(=O)Nc1ccc(C)c(F)c1,10,-41,-6,1,-5,-4,10,30,-2,-7,8
Cc1nnc(SCc2cnc(-c3ccc(C(C)C)cc3)s2)n1C,12,-125,-65*,-4,-8,-3,-51,-98,0,-8,-19
CCOc1cc(NC(=O)c2ccccc2OC)c(OCC)cc1NC(=O)c1ccccc1,0,-31,2,-2,20,6,-1,-6,4,9,5
Cc1c(C)n(C)c2ccc(C(=O)NCCCN3CCCCC3C)cc12 (configuration not stated),-10,0,4,2,-1,-1,0,-10,1,-15,-12
Cc1ccccc1NS(=O)(=O)c1cc2c(cc1C)N(C)CCO2,nt,-19,4,2,-3,nt,15,13,2,-3,0
Cc1ccc(-c2nc3ccccc3c(=O)n2O)cc1,3,-20,2,6,-7,2,7,10,0,-11,-2
CCOC(=O)N1CCN(C(=O)C2CCN(Cc3cccc(OCc4ccccc4)c3)CC2)CC1,8,-25,4,1,-19,7,7,-24,3,15,1
O=C(/C=C/c1ncc(C(F)(F)F)cc1Cl)OCc1ccccc1,8,3,2,nt,-7,0,-16,-11,4,0,8
O=C1COc2cccnc2N1,2,4,9,21,-5,5,10,-1,3,9,16
Nc1nc2c(nnn2C2CC(O)C(CO)O2)c(=O)[nH]1 (configuration not stated),nt,65,-4,nt,-5,nt,-17,9,nt,3,-23
COc1ccc(N2CCN(CC(=O)Nc3c(C)cc(C)cc3C)CC2)cc1,-1,11,-12,-1,-4,3,5,22,1,-2,-3
Cc1ccc(CNC(=O)C(=O)NCC2OCCN2S(=O)(=O)c2ccc3c(c2)OCCO3)cc1 (configuration not stated),4,-7,3,-8,12,nt,10,6,-1,-2,-3
COC(=O)CCCC(=O)N1CCC(CCC(=O)NC2CC2)CC1,0,-8,-12,37,-15,-5,4,-7,0,4,19
O=C(NC1CCCCC1)c1ccc(OC2CCN(Cc3ccccn3)CC2)cc1,-1,-1,-5,9,nt,4,-31,-8,2,14,-9
CCCc1ccc(OCCNC(=O)CC)cc1,-19,-14,10,10,-10,-1,-36,-27,1,-8,-7

# Individual results from the list:
# Under Vif imaging, `CCCc1ccc(OCCNC(=O)CC)cc1` is entered as 10
# Under CaV13 FRET inh, `Cc1ccccc1NS(=O)(=O)c1cc2c(cc1C)N(C)CCO2` is entered as -3
# Under Vif imaging, `Cc1ccc(CNC(=O)C(=O)NCC2OCCN2S(=O)(=O)c2ccc3c(c2)OCCO3)cc1` (configuration not stated) is entered as -8

# (next part)
SMILES,TRPM1 prom inh,NR2E3 ag-1,KKLEB cytotox,Vif imaging,CaV13 FRET inh,PDI inh,HIF-2a block,Peg3 prom inh,NR2E3 ag-2,CF NFkB inh,Shn3 inh set2
O=c1[nH]c2ccccc2nc1C(Nc1ccccc1)c1ccccc1 (configuration not stated),0,-12,4,-3,-4,-4,10,19,-1,-6,6
O=C(Nc1ccccc1Cl)C1CCCN(S(=O)(=O)c2cccc3cccnc23)C1 (configuration not stated),2,-12,12,0,-2,13,21,1,-1,-9,6
COc1ccc(C(=O)Nc2ccc(S(=O)(=O)Nc3nccc(C)n3)cc2)cc1[N+](=O)[O-],-5,-9,-5,2,-21,13,18,15,3,8,-33
CCCCC(=O)OCc1cn(-c2ccc(Cl)cc2)nn1,-1,-11,-4,-13,-8,-1,3,5,-2,15,-16
CC(=O)Nc1ccc(-c2c(C)cc3oc(=O)cc(-c4ccccc4)c3c2C)cc1,22,8,-7,-2,-6,4,4,-9,nt,10,-45
